AMA1 RON2 block = qHTS for Inhibitors of AMA1-RON; Towards Development of Antimalarial Drug Lead: Primary Screen | Plasmodium falciparum AMA1 (3D7) - RON2 peptide interaction | AlphaScreen AMA1-biotinylated RON2 peptide binding | Potency, µM (titrated, usually from 58.2 µM), inactives show at the highest dose activity change, negative = inhibition, usual class: inhibitors | 0.2% of 360,000 active | AID 720542, 2013;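 note: potency is the fitted concentration of half-maximal effect; 0% = vehicle wells and -100% = peptide control; nearly all actives have a fitted effect of over 45% in size; some results filed as inactive show a strong effect at the top dose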
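AMA1 (3D7) with his tag at 25 nM final met compounds first, then biotinylated RON2 peptide at 25 nM; detection used donor plus acceptor beads, 10 µg/mL apiece, read by AlphaScreen after 30 min at room temperature.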
Sm TGR inh = qHTS Assay for the Inhibitors of Schistosoma Mansoni Peroxiredoxins. 3% of 360,000 active. AID 485364, 2010. Schistosoma mansoni thioredoxin glutathione reductase (TGR), Q962Y6. purified TGR, DTNB reduction, TNB absorbance 405 nm. Potency, µM (series often up to 114 µM), inactives show top-dose activity change, negative = inhibition, usual class: inhibitors; note: potency is the fitted concentration of half-maximal effect; nearly all actives have a fitted effect of over 60% in size
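First, TGR (20 nM dispensed) and NADPH were mixed with compound. Second, a 15 min room-temperature incubation followed. Third, further NADPH and then DTNB were added to start the reaction. Finally, TNB absorbance was monitored kinetically.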
AmpC detergent = qHTS Inhibitors of AmpC Beta-Lactamase (assay with detergent). P00811. AmpC hydrolysis of nitrocefin, absorbance 480 nm, 0.01% Triton. Potency, µM (titrated, usually from 114 µM), for the others: at the top dose activity change, negative = inhibition, usual class: inhibitors. 0.041% of 370,000 active;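 note: potency is the fitted concentration of half-maximal effect; 0% = no-compound wells and -100% = no-enzyme wells; nearly all actives have a fitted effect of over 25% in size; some results filed as inactive show a strong effect at the top dose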
Target sequence (P00811 whole entry, looked up): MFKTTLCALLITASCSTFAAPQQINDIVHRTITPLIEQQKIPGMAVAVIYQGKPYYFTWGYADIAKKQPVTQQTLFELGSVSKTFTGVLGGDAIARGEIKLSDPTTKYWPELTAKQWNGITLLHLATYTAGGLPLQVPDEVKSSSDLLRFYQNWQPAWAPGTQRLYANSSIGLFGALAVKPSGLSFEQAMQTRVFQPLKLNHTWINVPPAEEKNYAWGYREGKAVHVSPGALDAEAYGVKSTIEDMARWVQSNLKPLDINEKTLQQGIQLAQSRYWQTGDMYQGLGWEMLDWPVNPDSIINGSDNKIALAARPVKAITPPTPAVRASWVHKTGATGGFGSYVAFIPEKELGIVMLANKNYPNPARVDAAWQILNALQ
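20 mM phosphate pH 7.0 + 0.01% (detergent screen) or 0.0001% Triton X-100; 5.3 nM AmpC reagent; cpd preinc 15 min RT; nitrocefin (800 uM stock) to start; A480 q20 s × 4 min; Activity was normalised to no-enzyme and no-compound control wells.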
Giardia FBPA inh = qHTS Assay for Inhibitors of Fructose-1,6-bisphosphate Aldolase from Giardia Lamblia; A8B2U2; purified Giardia FBPA; Potency, µM (doses to about 59.6 µM), inactives show top-dose activity, negative = inhibition, most hits filed as inhibitors; 0.71% of 290,000 active; note: potency is the fitted concentration of half-maximal effect; nearly all actives have a fitted effect of over 55% in size
Target sequence (A8B2U2 whole entry, looked up): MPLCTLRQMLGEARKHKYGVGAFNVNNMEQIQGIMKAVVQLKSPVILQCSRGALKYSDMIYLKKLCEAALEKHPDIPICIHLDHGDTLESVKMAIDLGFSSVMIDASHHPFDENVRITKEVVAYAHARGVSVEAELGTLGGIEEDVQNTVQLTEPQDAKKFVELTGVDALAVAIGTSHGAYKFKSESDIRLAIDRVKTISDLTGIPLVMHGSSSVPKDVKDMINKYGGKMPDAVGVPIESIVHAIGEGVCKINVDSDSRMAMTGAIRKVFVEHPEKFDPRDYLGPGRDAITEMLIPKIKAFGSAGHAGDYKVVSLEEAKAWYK
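40 nM FBPA preincubated 10 min at RT with compound (up to 57.5 uM final), then substrate plus GAPDH/TPI/NAD/arsenate coupling and diaphorase/resazurin added. Fluorescence read after 20 min at RT, 525/598 nm.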
HCV inhibitor = qHTS Assay for Inhibitors of Hepatitis C Virus (HCV). Potency, µM (doses to about 41.8 µM), for the others: at the highest dose activity change, negative = inhibition, hits mostly inhibitors. 3.4% of 340,000 active. Huh7.5.1 HCVcc-Cre infection, luciferase reporter, 44 h; note: potency is the fitted concentration of half-maximal effect
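1,000 cells/well; 4 h culture; + compound; + HCVcc-Cre (~0.5 moi); 44 h; luciferase substrate, RT 15 min; read 15 sec.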
HCMV inh = qHTS Assay for inhibitors of the human cytomegalovirus (HCMV); HFF cells, HCMV-luciferase reporter, 72 h; hits give low values; activity change, negative = inhibition, % at 57.5 µM; 4.5% of 410,000 active; in the data active = activity change below about -60%; inconclusive = no clear call, values can overlap the other calls; inactive = above about -39%
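After 16 h attachment at 37C, HFF cells received test compound and HCMV-luciferase (1 PFU/cell); reporter luminescence read 72 h later, data normalized against buffer-only and known inhibitor Salinomycin.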
The depositor's hits bear a star; u = inconclusive; x = no result given; & = joins results of further samples; [ ] = another dose, or the depositor's remark. Unless noted, calls come from the whole dose curve; as a rule, active = well fitted curve in the direction sought with a large enough effect; inconclusive = small, poorly fitted or top-dose-only effect, or another doubt; inactive = no such curve, though single readings can be large; an effect the other way counts as inactive or inconclusive. Unless noted, % is set by controls: 0 for no effect and ±100 for the full control effect.

SMILES	AMA1 RON2 block	Sm TGR inh	AmpC detergent	Giardia FBPA inh	HCV inhibitor	HCMV inh
COc1ccc(/C=N\NC(=O)c2ccccc2)cc1COc1ccc(F)cc1	10.6%	-2.7%	-0.2%	12.9%	u	40.1
COc1cccc2[nH]c3c(Cl)ncnc3c12	-9.8%	-11.1%	-5.9%	-11.5%	u	-33.0
Cc1ccc(C2C(C(=O)c3cccs3)=C(O)C(=O)N2c2cccc(C)n2)cc1 (centres undefined)	-3.3%	-9.8%	-0.8%	6.5%	14.1%	2.2
O=C(Nc1cccc(-c2nc3ccccc3[nH]2)c1)c1ccccc1F	x	-6.0%	10.5%	x	x	105.2
CN(Cc1cnc2nc(N)nc(N)c2n1)c1ccc(C(=O)N[C@@H](CCC(=O)O)C(=O)O)cc1	2.7%&8.0%	x	x	4.1%&-2.3%	u	-99.3*
Fc1ccc(NCc2nnc3n2CCCCC3)cc1Cl	x	3.1%	12.7%	x	x	6.6
CC(C)(C)C(=O)Nc1ccc(S(=O)(=O)Nc2ccccn2)cc1	0.0%	x	5.5%	-0.7%	-6.3%	-7.8
NC(=O)Cc1ncc(C(F)(F)F)cc1Cl	3.9%	6.4%	1.9%	2.3%	17.3%	-33.7
Cc1cc(NC(=O)CCC(=O)N(CC(=O)NCC2CCCO2)c2ccc(C)c(C)c2)no1 (centres undefined)	-3.5%	-1.4%	-12.2%	4.6%	-1.2%	-4.1
O=C(Nc1ccccc1N1CCCC1)c1ccccc1Cl	-3.7%	-11.1%	-1.8%	-4.9%	-12.3%	8.3
Cc1ccc(CSCCNC(=O)c2ccc(Cl)c(S(=O)(=O)N3CCOCC3)c2)cc1	-17.2%	-17.9%	-11.4%	-1.4%	22.4µM*	-39.1
CCOC(=O)c1c(C)sc(-c2c(-c3cccc(Cl)c3)[nH]c3c2c(=O)n(C)c(=O)n3C)c1O	x	-4.0%	4.6%	x	x	-0.7
Cc1ccc(C)c(NC(=O)C(=O)NCC2CCCN2S(=O)(=O)c2cccs2)c1 (centres undefined)	3.7%	-3.1%	u	x	u	24.2
O=C(CC1SC(N2CCCCC2)=NC1=O)Nc1cccc(C(=O)O)c1 (centres undefined)	45.5%[activator]	-3.0%	1.0%	2.5%	9.7%	8.5
COc1ccc(C2/C=C\CN(S(=O)(=O)/C=C/c3ccccc3)[C@H](Cc3ccccc3)C(=O)N2Cc2ccc(F)cc2)cc1 (some centres undefined)	-0.8%	22.4µM*	1.8%	6.2%	-11.8%	x
O=[N+]([O-])c1ccc2nc(NS(=O)(=O)c3ccc(Cl)cc3)sc2c1	-6.9%	-5.0%	-3.9%	-2.1%	26.7%	-0.8
COc1ccc(NC(=S)NC(=O)c2cc3ccccc3o2)c(OC)c1	4.1%	0.0%	5.9%	x	x	33.2
COc1ccc(S(=O)(=O)N(C)C)cc1NS(=O)(=O)c1ccc(F)c(F)c1F	-1.6%	5.4%	7.4%	-0.5%	-5.3%	-22.7
CCC1(CC)NC(=O)N(CC(=O)Nc2ccc(S(=O)(=O)N3CCOCC3)cc2)C1=O	-5.8%	0.1%	9.2%	3.9%	10.2%	14.2
Cc1ccc(NC(=O)C[n+]2cc(-c3ccc(C)cc3)n3c2CCC3)cc1	0.0%	-1.7%	-3.3%	-4.7%	u	-7.9
NC(=O)c1c(NC(=O)COC(=O)c2ccc(S(=O)(=O)Nc3ccccc3)cc2)sc2c1CCCC2	32.8%[activator]	1.3%	-10.5%	1.5%	u	13.4
Cc1ccc(N2NC3(CCN(C(N)=O)CC3)NC2=O)cc1	0.1%	39.8µM*	5.4%	-6.5%	4.4%	23.9
COc1ccc(CCC(=O)NCCc2csc(-c3ccc(C(F)(F)F)cc3)n2)cc1	x	8.5%	6.1%	x	x	-16.0
O=C(CCCN1C(=O)c2ccccc2C1=O)N1CCCCC1	1.7%	-25.3%	0.0%	0.9%	3.5%	31.1
CCCc1[nH]nc2c1C(c1cc(OC)cc(OC)c1)C(C#N)=C(N)O2 (centres undefined)	-1.2%	25.1µM*	-6.3%	-28.2%	-21.9%	-2.8
O=C(Cc1ccccc1[N+](=O)[O-])Nc1ccc(S(=O)(=O)N2CCCC2)cc1	x	-2.6%	0.3%	x	x	59.9
Cc1c(=O)n(OCc2ccccn2)c2ccccc2[n+]1[O-]	-7.6%	-14.1%	-9.1%	2.4%	13.7%	29.5
COc1cc(C(=O)Nc2ccc([N+](=O)[O-])cn2)cc(OC)c1OC	-7.0%	-10.2%	-0.9%	0.1%	4.1%	15.2
O=C(c1ccc(C(F)(F)F)cc1)C1CCCN(C(=O)Cn2cncn2)C1 (centres undefined)	-10.8%	-1.5%	u	5.2%	10.3%	-5.8
CC(=O)C[C@H](O)CC(=O)[C@H]1OC(=O)CCCCCCc2ccccc21	4.5%	x	x	x	u	1.2

The list goes on; the last 2 above are carried over.
SMILES	AMA1 RON2 block	Sm TGR inh	AmpC detergent	Giardia FBPA inh	HCV inhibitor	HCMV inh
O=C(c1ccc(C(F)(F)F)cc1)C1CCCN(C(=O)Cn2cncn2)C1 (centres undefined)	-10.8%	-1.5%	u	5.2%	10.3%	-5.8
CC(=O)C[C@H](O)CC(=O)[C@H]1OC(=O)CCCCCCc2ccccc21	4.5%	x	x	x	u	1.2
CC(C)NCC(O)c1ccc(NS(C)(=O)=O)cc1 (centres undefined)	5.6%	-0.9%	-1.0%	-2.4%&0.3%&2.6%	24.7%	-33.1
COc1ccc(C(C(=O)NCC2CCCO2)N(C(=O)Cn2nnc3ccccc32)c2ccc(NC(C)=O)cc2)c(OC)c1 (centres undefined)	4.5%	4.6%	-4.0%	x	1.5%	-11.6
CCCNC(=O)COC(=O)c1ccccc1OCC(=O)Nc1ccc(Br)cc1	0.0%	0.7%	0.6%	-0.9%	12.8%	-0.1
CC(C)CCN1CCN(CC#Cc2ccccc2)CC1CCO (centres undefined)	2.3%	-32.3%	3.8%	2.1%	-3.4%	u
Cc1cccc(CNc2ncc(-c3cccc([N+](=O)[O-])c3)n2C)c1	u	8.5%	0.2%	u	-19.5%	-37.9
Clc1ccc(CN2CC[C@H]3C=CCc4cccc(c43)C2)cc1	-10.0%	-2.4%	0.9%	x	-20.2%	-16.2
COc1ccc(-c2cc3nc(C)cc(N)n3n2)cc1	1.9%	-1.0%	-1.2%	-5.9%	12.6%	152.7
CCCc1nc2sc3ccccc3c(=O)c2c(=O)n1CCOC	x	-14.4%	u	-0.2%	x	x
CCCCN(C(=O)C1CCC1)c1c(N)n(CCC)c(=O)[nH]c1=O	12.8%	6.0%	3.0%	x	21.4%	-9.6
COc1cccc(-c2ccc(NC(=O)C3CCCN(Cc4ccc(CO)o4)C3)cc2)c1 (centres undefined)	0.0%	-15.6%	-3.7%	x	-25.9%	-1.6

Part of the list above, field by field.
molecule: CCCNC(=O)COC(=O)c1ccccc1OCC(=O)Nc1ccc(Br)cc1
  AMA1 RON2 block = 0.0%	Sm TGR inh = 0.7%	AmpC detergent = 0.6%	Giardia FBPA inh = -0.9%	HCV inhibitor = 12.8%	HCMV inh = -0.1
molecule: CC(C)CCN1CCN(CC#Cc2ccccc2)CC1CCO (centres undefined)
  AMA1 RON2 block = 2.3%	Sm TGR inh = -32.3%	AmpC detergent = 3.8%	Giardia FBPA inh = 2.1%	HCV inhibitor = -3.4%	HCMV inh = u
molecule: Cc1cccc(CNc2ncc(-c3cccc([N+](=O)[O-])c3)n2C)c1
  AMA1 RON2 block = u	Sm TGR inh = 8.5%	AmpC detergent = 0.2%	Giardia FBPA inh = u	HCV inhibitor = -19.5%	HCMV inh = -37.9
molecule: Clc1ccc(CN2CC[C@H]3C=CCc4cccc(c43)C2)cc1
  AMA1 RON2 block = -10.0%	Sm TGR inh = -2.4%	AmpC detergent = 0.9%	Giardia FBPA inh = x	HCV inhibitor = -20.2%	HCMV inh = -16.2

(list continues)
SMILES	AMA1 RON2 block	Sm TGR inh	AmpC detergent	Giardia FBPA inh	HCV inhibitor	HCMV inh
Cc1cc(OCCOc2cccc3cccnc23)cc(C)c1Cl	7.3%	1.4%	u	0.5%	u	79.6
O=C(CN(C(=O)CCC(=O)Nc1nccs1)c1cccc(F)c1)NCc1ccccc1	-8.5%	6.7%	u	10.4%	5.2%	-9.7
CN(C)C(=O)c1cc(C(=O)c2ccc(C(F)(F)F)cc2)c[nH]1	9.3%	-5.6%	-17.9%	-2.8%	u	0.2
Cc1nonc1NC(=O)CSc1nnc(-c2ccoc2C)n1-c1cccc(Cl)c1	1.1%	-13.7%	1.7%	1.6%	-12.9%	-22.5
COc1ccc2[nH]c(C(=O)N3CCC(CO)(Cc4cccc(C(F)(F)F)c4)CC3)c(C)c2c1	-13.5%	4.7%	-7.4%	4.7%	u	-28.7
CCOC(=O)COn1c(=O)c(=O)n(OC)c2ccccc21	-10.2%	-9.6%	-11.1%	-5.5%	13.3%	13.1
CCN(CC)CCCC(C)Nc1nccc2cccc(Cl)c12 (centres undefined)	-14.9%	x	x	x	u	-15.4
CC1(c2ccc(OC(F)F)cc2)NC(=O)N(CC(=O)NC2CCCC2)C1=O (centres undefined)	2.4%	-0.7%	-22.7%	x	u	21.3
CCc1cc2c(-c3ccccc3)cc(=O)oc2c(CN2CCOCC2)c1O	7.4%	0.0%	-10.9%	2.6%	-12.6%	-30.6
O=C(CSCc1ccco1)Nc1cc(C(F)(F)F)ccc1N1CCOCC1	-7.2%	22.4µM*	u	-10.9%	-12.9%	u
C=CCN1C(c2ccccc2)=CS/C1=C(\C#N)c1nnc2n1CCCCC2	-9.6%	-18.9%	-9.7%	-5.7%	-10.2%	-35.5
CCCN(CCC)C(=O)CSc1nc2n[nH]c(C)c2c(=N)n1-c1ccc(OCC)cc1	2.7%	18.6%	14.5%	-1.3%	u	x
COc1cc(C2C(=O)N(C3CCCCC3)CC(=O)N2C2CCCC2)ccc1OC(C)C (centres undefined)	x	9.3%	1.6%	x	x	-25.8
CCOC(=O)N1CCN(c2cc(N3CCN(CC)CC3)c(F)cc2[N+](=O)[O-])CC1C (centres undefined)	-10.6%	6.4%	1.5%	0.2%	u	-19.2
CCN(CC)C(=O)c1ccc(NC(=O)COc2ccc([N+](=O)[O-])cc2Cl)cc1	21.8%	-7.3%	-3.4%	0.1%	u	42.2
O=C(Cn1nnc(-c2ccc(Cl)cc2)n1)NC1CC2CCC1C2 (centres undefined)	4.7%	-2.3%	-18.4%	3.8%	-10.4%	-3.5
CCOC(=O)C(O)(C1C(=O)CC(C)(C)CC1=O)C(F)(F)F (centres undefined)	-0.5%	-15.3%	u	22.5%	-10.2%	71.9
COc1cccc(C(=O)NC(=S)Nc2ccccc2N2CCCC2)c1	u	-10.4%[57.1 µM]	0.3%	-12.3%	-29.0%	21.5
O=S(=O)(NCc1ccco1)c1ccc(S(=O)(=O)N2CCCC2)cc1	-2.3%	-18.8%	-8.3%	u	1.7%	-37.9
Nc1cccc(CCc2nc3cc4ccccc4cc3[nH]2)c1	-5.2%	-10.3%	-8.8%	6.3%	u	145.5
COc1cc(C(=O)O/N=C2\C=CC(=O)C(C)=C2)cc(OC)c1OC	5.1%	3.16µM*	1.3%	19.9µM*	u	-27.1
